Assay outcomes as filed in PubChem.
PostGolgi yeast = phenotypic screen on post-Golgi transport, primary screen | AID 739, 2007 | inhibition, % at 10 µM | post-Golgi transport phenotypic cell assay | 98,000 tested, 0.9% active;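 also: yeast cells grown in 1536-well plates; yeast grown about 18 h at 30C before absorbance read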
S1P2 agonist = S1P2 receptor agonists, primary screen, cell-based; activation, % at 4.5 µM; S1P2-expressing cell line, agonist reporter read-out; 97,000 tested, 0.46% active; Sphingosine 1-phosphate receptor 2 (Homo sapiens), O95136; in the data active = activation above about 16%;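 also: 0% = vehicle low control and 100% = maximal reference agonist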
Target sequence (O95136 whole entry, looked up): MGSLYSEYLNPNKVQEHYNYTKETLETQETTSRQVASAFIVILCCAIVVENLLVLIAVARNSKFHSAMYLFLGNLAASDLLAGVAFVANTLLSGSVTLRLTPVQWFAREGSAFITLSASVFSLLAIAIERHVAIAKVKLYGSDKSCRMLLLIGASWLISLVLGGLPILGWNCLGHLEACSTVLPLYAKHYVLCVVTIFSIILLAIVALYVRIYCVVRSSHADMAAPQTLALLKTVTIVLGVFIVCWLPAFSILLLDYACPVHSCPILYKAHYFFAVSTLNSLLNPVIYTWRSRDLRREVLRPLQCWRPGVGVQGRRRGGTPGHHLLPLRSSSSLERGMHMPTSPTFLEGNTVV
PostGolgi ctrl = growth inhibition of yeast control strain, primary screen, counter-screen for post-Golgi transport modulator project; efflux-deficient yeast background strain, growth absorbance A615, 16 h; inhibition, % at 10 µM; 98,000 tested, 5% active
Fibroblast inh = antiproliferative effect on LL 47 fibroblasts – human, LL 47 cells, CellTiter-Glo luminescence, primary screen; LL 47 human lung fibroblast viability, ATP luminescence; hits give low values; viability, % at 10 µM; 85,000 tested, 1.1% active; AID 719, 2007;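 active = viability at or below 50% in the single dose screen; inactive = viability above 50%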;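 also: compound exposure lasted 72 h before the ATP readout; 100% = median luminescence of untreated cell-only wells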
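Material: Human LL 47 lung fibroblast cells | Input: 1,150 cells/well | Buffer or medium: IMEM plus 15% FBS | Compound dosing: 0.1% DMSO in all compound wells | Times: Overnight cell rest, 72 h compound treatment at 37 °C | Signal: CellTiter-Glo luminescence measuring cellular ATP | Measure: % viability versus median cells-only luminescence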
hDAT+cocaine = changed hDAT dopamine uptake under cocaine IC80, either direction, primary screen, cocaine antagonist project, cell-based, LLC-PK1 hDAT, [14C]-dopamine uptake, MLSMR; Sodium-dependent dopamine transporter (Homo sapiens), Q01959; LLC-PK1 hDAT cells, [14C]-dopamine uptake with cocaine IC80; actives deviate in either direction; B-score at 10 µM; 110,000 tested, 1.3% active; AID 449768, 2010;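 active = Z score or B-score, a plate-position-corrected score, falls beyond the plate's 99.7% confidence bounds, in either direction; inactive = both scores lie inside the 99.7% bounds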;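 also: scored against the spread of the other compound wells on the same plate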
Target sequence (Q01959 whole entry, looked up): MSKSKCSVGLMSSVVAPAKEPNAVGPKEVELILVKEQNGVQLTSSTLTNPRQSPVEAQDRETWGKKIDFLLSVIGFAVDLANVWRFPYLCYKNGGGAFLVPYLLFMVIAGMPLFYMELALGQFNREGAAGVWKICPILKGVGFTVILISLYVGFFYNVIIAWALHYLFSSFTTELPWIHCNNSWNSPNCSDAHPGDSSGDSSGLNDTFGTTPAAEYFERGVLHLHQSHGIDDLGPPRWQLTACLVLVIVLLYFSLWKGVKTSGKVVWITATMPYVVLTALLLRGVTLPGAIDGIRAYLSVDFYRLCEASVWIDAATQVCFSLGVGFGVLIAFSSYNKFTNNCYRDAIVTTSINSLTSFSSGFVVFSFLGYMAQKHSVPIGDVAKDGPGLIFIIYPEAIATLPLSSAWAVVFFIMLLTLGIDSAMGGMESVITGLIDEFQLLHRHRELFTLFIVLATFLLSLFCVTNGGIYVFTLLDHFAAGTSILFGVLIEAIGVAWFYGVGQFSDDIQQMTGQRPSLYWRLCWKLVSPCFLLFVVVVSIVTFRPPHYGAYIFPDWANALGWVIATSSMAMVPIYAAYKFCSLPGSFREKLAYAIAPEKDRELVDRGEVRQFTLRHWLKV
S1P2 blocker = human S1P2 receptor antagonists, primary screen, cell-based; inhibition, % at 5 µM; 97,000 tested, 0.21% active; AID 736, 2007; cell-based S1P2 antagonist assay, inhibition at 5 uM; Sphingosine 1-phosphate receptor 2 (Homo sapiens), O95136; in the data active = inhibition above about 45%;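 also: CRE beta-lactamase reporter cells expressing human S1P2 stimulated with S1P; 0% = agonist at EC80 alone and 100% = agonist plus reference antagonist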
E coli WT exp = growth inhibitors of wild-type E. coli, primary screen, strain BW25113, expanded library, OD600 | OD600 absorbance | growth inhibition, % at 100 µM | 98,000 tested, 0.15% active | AID 710, 2007;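 active = growth inhibition above about 50% at one test dose, limit read from the data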;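 also: growth measured after 20 h incubation at 37 °C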
H69AR inhibit = proliferation blockers of H69AR lung cancer cells, primary screen, cell-based, human, 86K library; H69AR lung tumor viability, ATP luminescence, 72 h; hits give low values; viability, % at 10 µM; 85,000 tested, 6% active; AID 598, 2007;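 active = viability at or below 40%; inactive = viability above 40%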;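 also: multidrug resistant small cell line overexpressing MRP-1 efflux transporter; 100% = mean luminescence of untreated control wells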
HUVEC inhibit = inhibitors of HUVEC proliferation, primary screen, cell-based, 384-well | viability, % at 10 µM (by protocol) | 86,000 tested, 1.1% active | CellTiter-Glo luminescence, 72 h; hits give low values;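 active = viability at or below 30%; inactive = viability above 30%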;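 also: 100% = median luminescence of DMSO-only cell control wells on each plate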
* marks the source's active call; other numbers are inactive results; x = no result given. Rule as the data show it, unless noted: active = inhibition above about 30%; inactive = the rest.

SMILES	PostGolgi yeast	S1P2 agonist	PostGolgi ctrl	Fibroblast inh	hDAT+cocaine	S1P2 blocker	E coli WT exp	H69AR inhibit	HUVEC inhibit
CCCC1O[C@@H]2C[C@H]3[C@@H]4CCC5=CC(=O)C=C[C@]5(C)[C@H]4[C@@H](O)C[C@]3(C)[C@]2(C(=O)CO)O1 (some centres not stated)	x	x	x	87	0.82	x	x	71	99
COc1ccc(CN2C(=O)c3ccccc3C2C(=O)NCc2cccnc2)c(OC)c1 (configuration not stated)	-8	-2	-7	110	-0.69	5	-5	93	104
CN1CCN(c2ccc(Cl)cc2NC(=O)c2nn(-c3ccccc3)c(=O)c3ccccc23)CC1	25	-1	27	97	0.58	10	-5	4.9*	82
COc1cc(/C=C/C(=O)N2CCN(CC(O)COc3ccccc3)CC2)cc(OC)c1OC (configuration not stated)	-6	-1	-7	x	1.7	-25	-7	x	x
O=C(CSc1nnc(-c2ccco2)o1)NC1CCCCC1	-1	-3	-12	98	-1.1	-14	-4	98	101
COCCN1C(=O)c2ccccc2C(C(=O)N2CCN(c3ccccc3)CC2)C1c1ccc(F)cc1 (configuration not stated)	-16	-5	2	93	0.24	-3	5	68	97
COc1ccc(-c2nc(C#N)c(NCc3ccccc3Cl)o2)cc1	9	-6	4	74	-1	-7	-14	60	69
CCOc1ccc(N(CC(=O)Nc2ccc(F)c(F)c2)S(=O)(=O)c2c(C)noc2C)cc1	-12	x	3	96	-0.054	x	-9	72	82
CCCOC(=O)c1cccc(NC(=O)C(C)(C)C)c1	-1	-6	15	98	x	14	-11	92	98
Fc1ccccc1C(c1nnnn1C1CCCC1)N1CCN(Cc2ccccc2)CC1 (configuration not stated)	x	-6	x	103	x	10	x	93	90
O=C1c2ccccc2C(Nc2ccc(Cl)cn2)N1Cc1ccccc1 (configuration not stated)	3	-3	58*	x	1.6	-10	9	x	x
Cn1cccc1Cc1nnc(SCC(=O)Nc2ccccc2F)n1CCc1ccccc1	-2	-5	11	92	0.025	23	4	96	84
Nc1sc(-c2ccccc2)cc1C(=O)O	13	-3	27	x	x	-16	8	x	x
CCOc1ccc(C(=O)N(CN2CCCC2=O)c2ccc(C)cc2)cc1	x	0	x	96	-1.6	-3	x	99	98
O=C(CN1C2=NCCCN2c2ccccc21)c1ccc(Br)s1	3	-7	8	87	0.065	-6	11	76	78
O=C(CSc1nc2ccccc2s1)c1cc2ccccc2o1	15	-5	7	98	-0.24	20	-6	92	119
COC(=O)c1ccc(N2CCCCC2)c(NS(=O)(=O)c2ccc(C)cc2)c1	17	-3	30*	101	-0.45	0	-18	77	90
CCN(C(=O)CCN1C(=O)c2ccccc2C1=O)C1CCCCC1	8	-7	-3	x	2.4	12	-3	103	93
COc1ccccc1NC(=O)c1sc2nc(Cc3ccccc3)cc(C(F)(F)F)c2c1N	-2	-6	-2	x	0.39	29	-10	x	x
C=CC1=C(C(=O)O)N2C(=O)C(NC(=O)Cc3ccccc3)C2SC1 (configuration not stated)	2	-2	5	96	-0.83	23	33	99	94
CC(C)(C)NC(=O)COC(=O)Cc1ccc(Cl)cc1	1	-6	-5	103	1.4	-17	7	106	105
CNC(=O)c1ccsc1NC(=O)c1ccccc1	x	x	x	101	1.2	x	x	92	103
COc1cc(NC(=O)c2ccc(COCC(F)(F)F)cc2)cc(OC)c1OC	-5	-5	-3	x	0.16	1	3	x	x
COc1ccc(C)cc1-n1nnnc1SCC(=O)N1CCC(C(=O)Nc2nccs2)CC1	-5	-2	3	114	1.3	-9	2	45	90
CCOC(=O)N1CCC(NC(=O)c2cc(S(=O)(=O)N3CCCC3)cn2C)CC1	2	-3	3	98	-1.5	6	6	97	98
O=C(CN1CCCCC1)NCCNC(=O)CN1CCCCC1	-3	-1	20	103	-0.62	-6	-3	106	108
O=C(c1ccccc1-c1nc(-c2ccccc2)no1)N1CCOCC1	1	-4	-5	93	0.92	3	5	84	91
CCOC(=O)Nc1cc(OC)c(OC)cc1Cc1nccc2cc(OC)c(OC)cc12	4	6	3	101	1.8	-38	1	78	89
CNC(=O)CSc1nnc(-c2cc3c(C)nn(-c4ccccc4)c3s2)n1C	x	-1	x	106	x	3	x	83	100
COC(=O)c1ccc(C(c2c(N)n(Cc3ccccc3)c(=O)n(C)c2=O)N2CCOCC2)cc1 (configuration not stated)	-18	-8	-2	107	0.34	5	-1	76	96
CCC(O)(CCN1CCCCC1)c1ccccc1 (configuration not stated)	14	-2	0	x	-0.014	18	-1	x	x
Cc1ccc(S(=O)(=O)c2c(N)n(CC3CCOC3)c3nc4ccccc4nc23)cc1 (configuration not stated)	-2	0	17	102	2	-1	-11	85	92
O=C(COC(=O)c1cccs1)c1ccc2c(c1)OCCO2	-5	0	17	104	0.44	-34	-1	84	104
O=C1CC(N2CCCN(C3CC(=O)N(c4ccc(F)cc4)C3=O)CC2)C(=O)N1c1ccc(F)cc1 (configuration not stated)	4	-1	2	95	-0.19	-1	-1	107	87
O=S(=O)(O)CCN1CCOCC1	-1	-8	6	102	0.91	18	5	89	98
Cc1ccnc(Sc2ccc([N+](=O)[O-])cc2[N+](=O)[O-])n1	2	-5	7	x	-0.76	25	19	x	x
CC(C)CCn1c(N)c(S(=O)(=O)c2cccs2)c2nc3ccccc3nc21	6	-2	7	84	2	5	-11	40*	74
O=C(c1ccccc1)c1c[nH]c(C(=O)NCc2cccnc2)c1	3	-8	-4	x	0.91	19	8	x	x
COc1ccc(C)cc1S(=O)(=O)N1CCN(c2cccc(C(F)(F)F)c2)CC1	-14	1	24	x	-0.24	5	-10	86	84
O=C(O)COc1cccc(NC(=O)C2CCCO2)c1 (configuration not stated)	-1	-4	8	94	-1.6	-6	-1	106	106
CCOC(=O)C1=C(c2ccccc2)NC(SCC(=O)NC2CCCCC2)=C(C#N)C1c1ccco1 (configuration not stated)	-7	1	0	87	-0.021	-18	-3	81	91
O=C(O)c1coc2ccccc12	-1	-3	-1	99	-0.019	2	-7	92	96
CCOC(=O)CNC(=O)c1c2c(nc3ccccc13)CCCC2	2	-6	-6	x	0.26	4	28	x	x
CCCCN(Cc1ccccc1)C(=O)c1cnc2n(c1=O)CCS2	3	-5	-7	98	0.016	-1	3	98	107
CC(=O)C1=C(O)C(=O)N(CCc2c[nH]c3ccccc23)C1c1ccc(O)cc1 (configuration not stated)	-4	-5	28	96	-0.049	13	3	93	110
CCOc1cc(/C=N/NC(=O)c2ccncc2)ccc1OC(=O)c1ccc([N+](=O)[O-])cc1	-8	-8	1	x	-0.0088	9	-4	x	x
CC(C)CC(NC(=O)COc1ccccc1)C(=O)O (configuration not stated)	7	-4	-5	103	x	13	-1	89	101
CCOc1ccc(-c2nn(-c3ccccc3)cc2/C=C(\C#N)S(=O)(=O)c2ccccc2)cc1C	-7	-1	5	x	-0.93	10	-15	x	x
CS(=O)(=O)NCCSc1nnnn1-c1ccccc1	10	1	4	111	0.82	8	3	92	98
CC(=O)N1CCN(C(=O)COc2ccc(Br)cc2)CC1	-2	-2	11	99	-0.95	10	8	107	100
CCOc1ccc(-c2nn(-c3ccccc3)cc2/C=C2\SC(N)=NC2=O)cc1C	12	0	17	x	0.41	-12	-7	x	x
CC(=O)N=c1sc2ccccc2n1C	1	-10	-1	104	-0.2	20	11	89	105
Cc1ccccc1CS(=O)(=O)CCC(=O)N1CCN(c2ccc(N3CCOCC3)nn2)CC1	3	-2	6	103	-0.66	3	-7	102	106
CCC(C(=O)Nc1ccccc1C(=O)N1CCOCC1)N1C(=O)c2ccccc2C1=O (configuration not stated)	-4	-4	7	105	0.31	-7	1	94	99
COc1ccc(C(=O)CC2OC(=O)c3c2ccc(OC)c3OC)cc1 (configuration not stated)	-2	-1	5	95	0.18	8	11	93	99
CC(C)Nc1nc(N(c2ccccc2)c2ccccc2)nc(-n2ccnc2)n1	-5	-7	1	96	-1.3	1	-4	43	49
CCCN(S(=O)(=O)c1ccc(OCC)cc1)S(=O)(=O)c1cccs1	-2	-3	20	91	-0.0014	16	2	48	95
O=C(CSc1nc2ccccc2[nH]1)NCCN1CCCCC1	-6	-3	3	94	-0.88	14	-8	86	92
S=c1[nH]nc(-c2cc(-c3ccco3)[nH]n2)n1-c1ccccc1	-14	-5	-2	101	2	12	0	40	97
CCn1nc(C(=O)OCC(=O)c2c[nH]c3ccccc23)c2ccccc2c1=O	-7	2	7	98	-0.11	-39	-2	82	90

Copied from above for reference:
SMILES	PostGolgi yeast	S1P2 agonist	PostGolgi ctrl	Fibroblast inh	hDAT+cocaine	S1P2 blocker	E coli WT exp	H69AR inhibit	HUVEC inhibit
CC(C)Nc1nc(N(c2ccccc2)c2ccccc2)nc(-n2ccnc2)n1	-5	-7	1	96	-1.3	1	-4	43	49
CCCN(S(=O)(=O)c1ccc(OCC)cc1)S(=O)(=O)c1cccs1	-2	-3	20	91	-0.0014	16	2	48	95
O=C(CSc1nc2ccccc2[nH]1)NCCN1CCCCC1	-6	-3	3	94	-0.88	14	-8	86	92
S=c1[nH]nc(-c2cc(-c3ccco3)[nH]n2)n1-c1ccccc1	-14	-5	-2	101	2	12	0	40	97
CCn1nc(C(=O)OCC(=O)c2c[nH]c3ccccc23)c2ccccc2c1=O	-7	2	7	98	-0.11	-39	-2	82	90

The results go on.
SMILES	PostGolgi yeast	S1P2 agonist	PostGolgi ctrl	Fibroblast inh	hDAT+cocaine	S1P2 blocker	E coli WT exp	H69AR inhibit	HUVEC inhibit
CCOC(=O)Cn1cnc2c(cnn2-c2ccc(Cl)cc2)c1=O	2	-5	7	x	0.25	-1	-1	x	x
Nc1cc(=O)[nH]c(SCCNS(=O)(=O)c2ccccc2)n1	0	-3	6	109	-1.7	12	10	91	60
CSc1cccc(NC(=O)CSc2nnc(C)s2)c1	x	-4	x	92	-1.1	17	x	85	73
O=C(COc1ccc(/C=N/NS(=O)(=O)c2ccccc2)cc1)NCc1ccccc1	-19	-7	7	x	-0.45	-5	6	x	x
O=C(Cc1cc(=O)[nH]c(=O)[nH]1)N1CCC(Cc2ccccc2)CC1	-1	-4	1	92	-1.5	23	6	66	100
COc1ccc(-n2ncc3c(NCc4cccs4)ncnc32)cc1	2	-2	-2	97	-0.096	-3	-1	52	83
Clc1ccccc1Sc1cnc2ccccc2n1	1	-8	3	100	-1.5	-2	8	98	96
Cc1ccc(C(=O)Nc2cccc(C(=O)NCc3ccco3)c2)cc1	-8	-8	3	99	0.022	-2	6	98	54
Cc1nnc(N(CCC#N)CCC#N)s1	-1	0	-6	100	0.15	16	-1	110	106
COc1ccc2nc(-c3ccccc3)[nH]c2c1	0	-1	-2	88	1.8	-26	20	90	97
CN/S(=N/S(=O)(=O)c1ccccc1)c1ccc(C)cc1 (configuration not stated)	2	x	12	87	0.029	x	3	93	96
COc1cc2c(cc1NC(=O)c1cccc([N+](=O)[O-])c1)oc1ccccc12	7	-7	-1	x	-1.3	-7	-1	x	x
O=C(COC(=O)c1ccc(S(=O)(=O)Nc2ccccc2)cc1)NCCN1C(=O)CSC1=O	4	-9	8	90	0.33	9	-3	103	81
O=C(NC12CC3CC(CC(C3)C1)C2)N1CCN(C(=O)C2CCCO2)CC1 (configuration not stated)	-1	-4	6	94	-0.041	-10	-2	95	93
COc1cc2c3nnc(-c4ccc(F)cc4)c-3cn(Cc3ccc(C)cc3)c2cc1OC	-12	1	7	68	-1.5	-8	-14	43	38
COc1nc(Nc2cccc(C(F)(F)F)c2)nc(OC)n1	-2	3	17	102	0.67	-9	-3	86	90
